# CRFBP-R2 agonist – agonists of human CRF-binding protein/CRF-R2 receptor complex; 0.46% of 350,000 active; AID 588473; HEK293 CRF-R2/CRF-BP, calcium dye fluorescence (FLIPR); percent of saturating CRF peptide response; activation, % at 13.2 µM;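 active = activation of at least 50%, plus an integration ratio under a set limit after plate pattern correction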;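 also: plate controls were neutral control wells without compound for no effect and CRF at EC100 for full effect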
# CRFBP-R2 block – CRF-BP/CRF-R2 complex antagonism | 0.59% of 350,000 active | inhibition, % at 11.8 µM | AID 588475 | HEK293 CRF-R2/CRF-BP, CRF-induced calcium fluorescence;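 active = inhibition of the ligand-induced calcium signal above about 50% at the single tested concentration, limit read from the data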
# PHOSPHO1 block – inhibitors of human PHOSPHO1 phosphatase. AID 1565. Q8TCT1. 1.1% of 290,000 active. recombinant PHOSPHO1, absorbance phosphatase assay. inhibition, % at 13.3 µM; in the data active = inhibition above about 60%
# GalR3 antag – human GalR3 antagonism | O60755 | 0.44% of 360,000 active | inhibition, % at 3 µM | AID 651719 | HEK293 GalR3-CNG cAMP membrane potential fluorescence; galR3 body fused to GalR1 C-terminus;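 active = inhibition above the screen-wide average plus 3 SD, cut at about 13% in these data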;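 also: forskolin and galanin both at EC90 stimulate the cells; cAMP rise reported by CNG channel membrane potential dye signal; 0% = forskolin plus galanin with DMSO and 100% = forskolin alone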
# IDE inh – cellular human IDE inhibition; P14735; HEK cells, FAbetaB cleavage, fluorescence polarization; inhibition, % at 5.59 µM; 0.41% of 320,000 active; AID 434962;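 active = percent inhibition above the average of all tested compounds plus 3 SD, set per screening campaign, cut at about 16% in these data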;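 also: IDE supplied by intact live HEK cells; FP after avidin binding of uncleaved biotin substrate so inhibition keeps polarization high; 0% = DMSO wells and 100% = 60 µM reference IDE inhibitor Ii1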
# M4 PAM – positive allosteric modulators of human muscarinic M4 receptor; 0.4% of 360,000 active; P08173; activation, % at 3 µM; AID 624126; CHO-K1 hM4/Gqi5, Fluo-8 calcium fluorescence, ACh EC20; 0% = ACh EC20, 100% = maximal ACh;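 active = activation above its plate's cutoff, the mean activation of sample wells plus 3 SD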; also: some results filed as inactive read as strong as hits
# pCIP destab – lowers stability of the mouse p/CIP coactivator protein | 0.01% of 290,000 active | decrease of EGFP signal, % at 10 µM | Q05BA5 | F442A p/CIP-EGFP cells, EGFP fluorescence, 16 h;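 active = EGFP signal decrease of at least 30% at 10 µM or well 3 SD below plate mean, unless failing retest; inactive = the rest, including hits failing retest or dose response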; also: some compounds called inactive have numbers as strong as hits; many of its hits are not listed in these tables
# MEKK3 PB1 HTS – raises or lowers MEK5 binding to the human MEKK3 PB1 domain | 1.4% of 290,000 active | bead-based flow cytometry, Alexa488-MEK5 binding to MEKK3; actives lie on both sides; 0 = blocked by unlabeled MEK5, 100 = vehicle | binding response (% of control), % at 10 µM;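 active = binding response more than 3 SD above or below the average of its plate-row segment, actives on both sides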;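 also: Alexa488 bead fluorescence after subtracting the streptavidin-only scavenger bead signal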
# IDE act – activators of human insulin-degrading enzyme in cells; HEK cells, FAbeta-B cleavage, fluorescence polarization; 0% vehicle, 100% cell-free pure enzyme wells; 0.073% of 340,000 active; activation, % at 5.96 µM; AID 493087;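 active = activation above the mean of all tested compounds plus 3 SD, set per screening campaign, cut at about 17% in these data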
# Active calls of the source: *; . = no result given.
SMILES,CRFBP-R2 agonist,CRFBP-R2 block,PHOSPHO1 block,GalR3 antag,IDE inh,M4 PAM,pCIP destab,MEKK3 PB1 HTS,IDE act
C=C(C)Cn1c(C)cc(C)c(S(=O)(=O)c2ccccc2C)c1=O,-0.1,1,4,-2,0,4,-9,103,6
CCOC(=O)/C(=C(/C)N)C1CC(=O)NC1=O (centres undefined),4.2,10,.,-6,.,1,.,.,.
O=C(Nc1ccc(Cl)c(S(=O)(=O)N2CCCC2)c1)c1nn(CCO)c(=O)c2ccccc12,0.3,-18,.,-4,.,-6,.,.,4
COc1ccc(C2CC(c3ccccc3)=NN2C(=O)CCC(=O)O)cc1 (centres undefined),-1.0,6,19,-11,-1,1,-6,108,-2
Cc1ccc(NC2=NCC(=O)N2C2CCCC2)cc1,-1.1,1,45,-2,-3,8,0,99,2
CC(NC(=O)c1ccncc1)c1ccc(Br)cc1 (centres undefined),5.1,-13,.,-5,4,-2,.,.,4
COc1ccc(C)cc1Nc1c2c(nc3ccccc13)CCC2,-0.2,1,36,-4,5,-11,-12,109,-2
O=C(NCc1ccccc1)C1=C[C@@H](C2CCCCC2)C[C@@H](OCCCCO)O1,-1.3,-5,.,-2,-3,1,.,100,2
O=C(CSc1n[nH]c(-c2cccnc2)n1)Nc1cccc(Cl)c1,0.5,-3,4,-8,10,0,-2,104,-6
Cc1oc(-c2ccc3c(c2)OCCO3)cc1C(=O)NC(CCC(=O)O)C(=O)O (centres undefined),-0.4,-28,11,-4,6,1,-6,98,1
CC(=O)Nc1ccc(Oc2cc(N)cc([N+](=O)[O-])c2)cc1,1.0,7,-13,-3,-2,-6,19,101,6
COc1ccc(S(=O)(=O)N2CCOCC2)cc1NC(=O)/C=C/c1ccccc1,-3.9,5,.,9,.,3,.,.,-4
Cc1ccc(S(=O)(=O)/N=C(/Nc2c(C)n(C)n(-c3ccccc3)c2=O)c2ccccc2)cc1,-0.5,-11,-2,0,-2,0,-11,105,2
Cc1ccccc1NC(=O)NCC1CCCO1 (centres undefined),0.9,5,26,-2,-1,13,-28,106,1
COCCNS(=O)(=O)c1ccccc1,2.5,-5,21,-2,-1,-5,-10,105,5
CN(C(=O)CSc1nnc(-c2c[nH]c3ccccc23)n1C1CC1)C1CCS(=O)(=O)C1 (centres undefined),0.4,4,.,3,-2,-1,.,.,4
CCN(CC)c1ccc(C=Nc2ccc(C)cc2)c(O)c1,-0.6,3,-10,-5,-4,-4,-5,95,5
CC(C)=NNC(=O)C1=NNC(=O)C1,-2.5,24,33,-6,-2,2,1,94,.
Cc1ccc(S(=O)(=O)N2CCOC23CCN(C(=O)C(=O)NCCC(C)C)CC3)cc1,-0.6,5,.,-4,-1,-3,.,.,0
CCOc1ccccc1NC(=S)N1CCN(c2ccccc2)CC1,0.1,19,40,-6,-6,-7,-22,93,-1
Cc1ccccc1NC(=O)C1CCCN(c2ncnc3onc(-c4ccc(F)cc4)c23)C1 (centres undefined),-0.2,-6,-13,-1,10,5,10,102,-3
COc1cccc(-c2noc(C3CCCN(C(=O)c4cccc(F)c4)C3)n2)c1 (centres undefined),0.0,-10,46,-10,.,-1,-4,98,6
CCOC(=O)CSc1nnc(Cn2nnc(-c3ccccc3)n2)n1CC,4.2,-15,-3,-7,4,12,0,91,3
Cc1ccc(Cc2nc(-c3ccncc3)no2)cc1,1.1,-7,32,-1,0,1,-9,72,2
CN(CCc1ccccc1)C(=O)c1ccc(NC(=O)Cc2ccc(NC(=O)C3CCCN(C(=O)C4CC4)C3)cc2)cc1 (centres undefined),1.3,16,.,-7,.,12,.,.,3

# One compound at a time, from the list above. Order of screens: CRFBP-R2 agonist, CRFBP-R2 block, PHOSPHO1 block, GalR3 antag, IDE inh, M4 PAM, pCIP destab, MEKK3 PB1 HTS, IDE act
# `C=C(C)Cn1c(C)cc(C)c(S(=O)(=O)c2ccccc2C)c1=O` in the list: -0.1, 1, 4, -2, 0, 4, -9, 103, 6
# `COc1ccc(C2CC(c3ccccc3)=NN2C(=O)CCC(=O)O)cc1` (centres undefined) in the list: -1.0, 6, 19, -11, -1, 1, -6, 108, -2

# (more compounds)
SMILES,CRFBP-R2 agonist,CRFBP-R2 block,PHOSPHO1 block,GalR3 antag,IDE inh,M4 PAM,pCIP destab,MEKK3 PB1 HTS,IDE act
CC(Oc1ccccc1Cl)C(=O)Nc1ccc(S(=O)(=O)Nc2nccs2)cc1 (centres undefined),-2.9,-14,.,0,-5,10,.,.,4
O=C(COc1ccc2c(-c3ccccc3)cc(=O)oc2c1)NCC1CCC(C(=O)O)CC1 (centres undefined),2.0,-2,8,-1,3,0,-5,101,-6
Cc1cc(N2CCOCC2)nc2ccc(NC(=O)CCC(=O)N3CCN(c4ccccc4F)CC3)cc12,-3.0,2,19,-7,5,-6,-14,102,-3
CCCCn1c(N)c(N(CCOC)C(=O)C2CCN(C(=O)c3ccc(Cl)cc3)CC2)c(=O)[nH]c1=O,1.8,6,.,2,-1,6,.,.,0
O=C(/C=C/c1cccc(Cl)c1)c1ccc([N+](=O)[O-])o1,1.6,-66,.,4,0,-5,.,.,-5
O=C(Nc1ccc(C(=O)N2CCCC2)cc1)C1CC1,-0.2,-1,.,-3,.,15,.,.,-5
Cc1nc(C)n(CC(O)COc2ccc3cc(Br)ccc3c2)n1 (centres undefined),2.1,23,-2,-6,9,-17,-1,99,-7
COc1c(F)c(F)c(C(=O)Nc2ccc(N3CCN(Cc4ccccc4)CC3)cc2)c(F)c1F,6.2,-20,-9,-6,-5,-17,-4,103,-1
NS(=O)(=O)c1cccc(NC(=O)CSc2n[nH]c(-c3ccccc3Br)n2)c1,-0.5,7,.,-5,.,3,.,.,-3
O=C(Cc1cccs1)NCc1cccnc1,-0.2,-2,6,-2,2,-3,-3,105,-4
COC(C/C=C\[C@@H](O)COCc1ccccc1)OC,-0.8,2,31,-7,.,8,-12,109,3
Cc1cnc(C(=O)OCC(=O)NC(=O)c2ccccc2)cn1,-0.2,5,.,3,-2,1,.,.,3
C=CCc1cccc2cc(C(=O)N3CCN(C(=O)c4ccco4)CC3)c(=O)oc12,-2.5,-10,6,-9,9,-1,-2,96,0
Cc1ccc(Cl)c2c1NC(=O)C2(O)CC(=O)c1ccc(F)cc1 (centres undefined),-1.1,-16,26,-7,7,7,-5,104,8
COc1cccc(C(C)=C2SC(=S)NC2=O)c1,-1.9,-2,.,-3,.,0,.,.,-1
NC(=O)C1CCN(C(=O)c2cnn(-c3ccccc3)c2NC(=O)c2cccc(F)c2)CC1,0.1,7,20,-9,2,3,10,99,2
CNC[C@H]1Oc2c(NS(=O)(=O)c3ccc(OC)cc3)cccc2C(=O)N([C@H](C)CO)C[C@@H]1C,0.0,-10,.,-5,2,2,.,.,7
Cn1ccnc1C(O)(c1ccccc1)c1nccn1C,-1.6,4,37,-5,-4,5,12,67,12
CCOc1ccc(CN(C(=O)c2cc3ccccc3oc2=O)C2CCS(=O)(=O)C2)cc1 (centres undefined),-2.0,-8,56,-2,8,-6,3,82,7
COc1ccc(C(=O)NCC2(c3ccc(OC)c(OC)c3)CCCC2)cc1OC,1.1,28,.,4,.,-1,.,.,.
CCOC(=O)/C(C#N)=C/c1c(Oc2cc(C)cc(C)c2)nc2ccccn2c1=O,-0.8,-24,-40,0,-2,5,-12,98,-4
CCOC(=O)C1=C(COC(=O)C(C)(C)Oc2ccc(Cl)cc2)NC(=O)NC1C (centres undefined),0.5,-4,.,-5,5,1,.,.,-1
CC[C@@]12C(=O)N(c3ccc(OC)cc3)C(=O)N1[C@H](c1ccc(Cl)cc1)[C@@H]1C(=O)N(C3CCCCC3)C(=O)[C@@H]12,1.0,-6,4,-13,2,18,-16,100,1
O=C(c1cnn2c(C(F)(F)F)cc(-c3ccco3)nc12)N1CCCc2ccccc21,-4.6,-13,-20,0,2,4,0,100,4
O=C1C(C2=NC(C(=O)O)C3C(=O)N(c4ccc(Cl)cc4)C(=O)C23)=C(O)c2ccccc21 (centres undefined),-0.1,3,2,-1,6,-1,-2,99,1
# (cont.)
SMILES,CRFBP-R2 agonist,CRFBP-R2 block,PHOSPHO1 block,GalR3 antag,IDE inh,M4 PAM,pCIP destab,MEKK3 PB1 HTS,IDE act
C#CCOCCOCCOCCNc1nc(N2CCN(C(=O)Cn3cc(CC(C)O)nn3)CC2)nc(N2CCN(C(=O)[C@H](CCCCN)n3cc(CCCC)nn3)CC2)n1 (some centres undefined),-1.9,5,.,0,.,4,.,.,-1
COC(=O)c1cc(NC(=S)NC(=O)c2ccccc2)ccc1N1CCOCC1,1.2,-3,24,-1,-3,-1,-8,104,2
COc1ccccc1NS(=O)(=O)c1ccc(C)c(C(=O)NCC(c2ccco2)N2CCCCC2)c1 (centres undefined),-0.9,-1,.,-3,-2,1,-2,105,5
COc1ccccc1/C=C/C(=O)OCC(=O)NC(=O)NC1CCCC1,0.6,3,.,-2,4,-3,.,.,-1
CCN(CC)C(=O)CSc1nc2c(sc(=S)n2-c2ccccc2)c(=O)n1-c1ccc(OC)cc1OC,-1.7,35,-81,-8,3,5,-5,107,-6
Cc1cc(C)c(-c2c(O)c3ccccc3n(C)c2=O)c(C)c1,-1.1,-19,.,-4,1,-3,.,.,.
C=CCCC(=O)Nc1nc(C)c(-c2csc(Nc3ccccc3OC)n2)s1,-1.4,-1,77*,-4,-1,-4,3,98,0
Cc1cc(=O)oc2c1ccc1oc(/C(=N/O)c3ccccc3)c(C)c12,-0.5,118*,27,-2,5,0,1,99,-1
C/C(=N\NC(=O)CCC(=O)NCc1ccccc1)c1ccco1,-1.6,8,17,-1,.,2,-1,98,0
FC(F)(F)C1=NNC(c2ccc3ccccc3c2)=NN1,-2.2,10,.,-4,.,3,.,.,.
Clc1cccc(-c2ccc3ncnc(NCc4cccs4)c3c2)c1,5.1,-7,.,-6,4,-9,.,.,-2
COc1cccc(C(=O)N2CCC(n3nccc3NC(=O)CCOc3ccccc3)CC2)c1,-1.1,-2,22,-1,3,-1,-11,102,6
CC1=CCC(C(=O)O)C(C(=O)Nc2nc3ccc(S(C)(=O)=O)cc3s2)C1 (centres undefined),-0.9,10,2,-6,-1,27,-2,108,8
CCN(CC)C(=O)C1=C(C)N(Cc2ccccc2)C(=O)C(CC(=O)NCCc2ccccn2)C1 (centres undefined),-0.5,8,.,2,.,2,.,.,.
COc1ccc(-c2ccc(-c3noc(C4CCCCC4)n3)c(OC)n2)cc1,3.8,-13,-36,-2,2,8,-11,.,1
NS(=O)(=O)c1ccc(NNC(=O)c2ccc(F)cc2F)cc1,-2.2,0,-11,-2,7,4,-2,102,.
O=C(Nc1nnc(SCc2c(Cl)cccc2Cl)s1)C1CC(=O)N(c2ccc3c(c2)OCCO3)C1 (centres undefined),0.7,-27,-4,1,0,-2,1,94,0
O=C(CN(Cc1ccccc1)C(=O)CCl)c1cccc(Br)c1,1.1,-3,.,-8,-4,-8,.,.,-2
Cc1ccc(NCc2nnc(SCC(=O)c3ccccc3)o2)c(C)c1,-0.6,-5,59,1,5,4,-6,104,-2
Cc1nc2cc(NCc3ccc(Cl)cc3)ccc2n1C,0.2,-1,34,-5,-2,1,-4,96,3
CC1CN(C(=O)C(C)N2C(=O)c3ccccc3C2=O)CC(C)O1 (centres undefined),-0.7,17,-8,-5,-4,1,-4,102,4
COc1ccc(N2CCN(C(=O)CNC(=O)c3nn(-c4ccc(OC)cc4)c(=O)c4ccccc34)CC2)cc1,-0.4,7,43,-7,3,-10,-27,102,0
Cc1cccc(C(=O)NNS(=O)(=O)c2ccccc2)c1O,-0.5,-1,30,-5,1,-2,-8,99,2
COC(=O)c1nc(N)sc1C(C)C,-0.8,-1,46,3,2,8,3,104,-8
C#CCOCCOCCOCCNc1nc(N2CCN(C(=O)[C@H](CCCCN)n3cc(CN)nn3)CC2)nc(N2CCN(C(=O)[C@H](CCCCN)n3cc([C@@H](N)[C@H](C)CC)nn3)CC2)n1,-0.1,4,.,-4,-2,9,.,.,-8

# Screening data deposited in PubChem by several laboratories.
